Hep lipid drop – inhibitors of hepatocyte lipid droplet formation, primary screen, imaging, high-throughput imaging, BODIPY stain. AML12 mouse hepatocytes, oleate lipid droplets. AID 1656, 2009. inhibition, % at 6.5 µM. 240,000 tested, 0.4% active;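 active = lipid droplet intensity inhibited by at least 50%, with more than 500 cells counted; inconclusive = wells with under 300 cells, treated as cytotoxic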
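Material – AML12 mouse liver cells · Also added – oleate loading, 100 µM · Compound dosing – 6.5 µM single-point dosing · Times – overnight treatment with compound plus oleate · Measured by – fluorescence imaging, 20x objective, two fields per well · Read-out – percent inhibition of filter-corrected integrated lipid droplet intensity per well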
Myeloid diff 2 – induction of myeloid progenitor differentiation, primary screen, cell-based, flow cytometry, MLPCN library; ER-HoxA9 myeloid progenitors, lysozyme-GFP differentiation; calls only at 10 µM; 360,000 tested, 1% active; AID 624256, 2012;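 active = normalized GFP-positive differentiation at or above the plate's own cutoff, the solvent-only control mean plus 3 SD; inconclusive = no clear call, values can overlap the other calls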;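 note: cells exposed to compound for four days before flow analysis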
T cell modulator – modulators of CD8 T cell-vesicle binding, primary screen, mouse 2C CD8+ T cells, flow cytometry. 330,000 tested, 0.068% active. calls only at 7 µM. 2C CD8+ T cell-vesicle binding; active compounds read low;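 active = response, share of CD8 T cells binding vesicles, and their 90th percentile fluorescence all below set limits, cut at about 80% in these data, passing the limit was not always enough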
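Assay system – 2C mouse CD8+ T cells · Also added – QL9-loaded Drosophila micro-vesicles · Timing – Cell–vesicle co-incubation 1.5 h at 37 °C, staining 20 min on ice · Signal – flow cytometry of vesicle-bound cells · Measure – percent CD8+ FL2 mean versus row control · Controls – Peptide-free naked vesicles (low) and QL9 vesicles with 0.7% DMSO vehicle (high)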
bCat nuc transl – modulators of beta-catenin nuclear translocation, primary screen, imaging, HeLa cells, immunofluorescence, high-content; nuclear translocation activity, % at 5 µM; 190,000 tested, 0.3% active;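 active = nuclear translocation activity above 50% at 5 µM, with a well cell count of 50 or more; inconclusive = wells under 50 cells across six images, flagged as toxic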;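 note: per-cell ratio of nuclear to cytoplasmic median beta-catenin stain intensity; plate controls were DMSO negative control for no effect and GSK-3 inhibitor IX positive control for full effect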
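System: HeLa cells, endogenous beta-catenin; compound dosing: 5 µM primary single dose, 0.1% DMSO, 0.02–20 µM confirmation series; incubation: 24 h compound exposure at 37°C, 5% CO2; signal: beta-catenin immunofluorescence imaging with DAPI; evaluation: % activation, nuclear-to-cytoplasmic median beta-catenin signal ratio per cell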
Ins promoter up – insulin promoter activators in MIN6 cells, imaging, high-content screening, mouse beta cells. MIN6 insulin promoter-GFP reporter; active compounds read high. z-score at 5 µM. 190,000 tested, 0.3% active. AID 1625, 2009;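 active = z-score above 3 at 5 µM with at least 500 cells counted in the well; inconclusive = wells under 500 cells, flagged as cytotoxic or low count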
West Nile virus CPE – West Nile virus antiviral activity, cell-based, CPE readout (AID 1621). West Nile virus-infected cells, CPE inhibition; higher % means a stronger effect. CPE inhibition, % at 10 µM, or IC50 in µM where a hit was titrated. 290,000 tested, 0.02% active; in the data active = a potency from the dose series; inconclusive = CPE inhibition mostly from about 3.7% at the one dose, without a potency; inactive = the rest, 99 in 100 with CPE inhibition below about 2.2%; note: strong numbers were not always called active
Autophagy mod – autophagy modulators in MEF cells, primary screen, imaging, high-content, MEF GFP-LC3 | MEF GFP-LC3 puncta imaging; test concentration mostly 10 µM | calls only at 10 µM (by protocol) | 190,000 tested, 0.98% active | AID 463193, 2010;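 active = percentage of spot-positive cells more than 3 SD above its plate mean, without a fluorescence outlier flag or 80% toxicity; inconclusive = no clear call, values can overlap the other calls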;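 note: spot-positive cell cutoff set from DMSO-treated cells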
MT stabilize HCS – microtubule stabilizers in HeLa cells, primary screen, imaging, high-content imaging | HeLa tubulin immunostaining HCS, 24 h; share of cells brighter than vehicle mean+2SD | % tubulin-high responders, % at 10 µM | 200,000 tested, 0.83% active | AID 2205, 2009;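 active = plate Z-score above 3 for both tubulin-high and condensed-nucleus cell shares, with cell loss under 80%, at 10 µM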;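 note: anti alpha tubulin signal scored within the nucleus-defined area of each cell; some results filed as inactive read as strong as hits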
WT yeast gro inh – growth inhibition of WT strain, primary screen, mitochondrial fusion inhibitor project, WT and mutant strains, chemical genetic. mitochondrial fusion phenotypic screen. inhibition, % at 10 µM. 190,000 tested, 2.1% active. AID 1362, 2008; in the data active = inhibition above about 58%; tested in S. cerevisiae
WT yeast gro inh mutant strain – also measured in WT yeast gro inh; calls as there; inhibition, %; mitochondrial fusion phenotypic screen, mutant strain inhibition
Ins promoter up cell count – recorded beside Ins promoter up, whose call it bears; cell count; measured here: cytotoxicity, nuclei count;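 total cells summed across four imaged fields per well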
Hep lipid drop cells 6.5 µM – second read-out of Hep lipid drop, no call of its own (marks repeat the call); cell count; measured here: cell count, cytotoxicity flag;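 cells counted across two imaged fields per well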
bCat nuc transl cell count 5 µM – second read-out of bCat nuc transl, no call of its own (marks repeat the call); cell count; measured here: cell count, cytotoxicity flag
T cell modulator vesicle-bound % – second read-out of T cell modulator, no call of its own (marks repeat the call); double positive events, %; measured here: CD8+ vesicle-bound cell fraction;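 binding gate set so that unloaded-vesicle control wells show 10% double positive cells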
MT stabilize HCS Hoechst-high % – second read-out of MT stabilize HCS, no call of its own (marks repeat the call); % Hoechst-high responders; measured here: nuclear condensation Hoechst responders;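 share of cells brighter than vehicle mean plus two SD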
MT stabilize HCS cytotoxicity % – further read-out of MT stabilize HCS, marked with its call; toxicity, %; measured here: cytotoxicity by cell density;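 0% = mean cell density of plate MIN control wells and 100% = no cells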
Autophagy mod cell loss 18 h – second read-out of Autophagy mod, no call of its own (marks repeat the call); toxicity, %; measured here: cell loss, nuclei count;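 cell loss after 18 h compound exposure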
Myeloid diff 2 GFP+ MAC1+ % – further read-out of Myeloid diff 2, marked with its call; GFP+ MAC1+ double positive, %; measured here: differentiation confirmed by MAC1 staining
Numbers without * were called inactive; i = inactive; u = inconclusive; x = no result given; + = active, no number.

Below each compound: WT yeast gro inh	WT yeast gro inh mutant strain	bCat nuc transl	T cell modulator vesicle-bound %	Autophagy mod	Ins promoter up	Autophagy mod cell loss 18 h	MT stabilize HCS cytotoxicity %	Hep lipid drop cells 6.5 µM	Myeloid diff 2 GFP+ MAC1+ %	bCat nuc transl cell count 5 µM	Hep lipid drop	MT stabilize HCS	MT stabilize HCS Hoechst-high %	West Nile virus CPE	T cell modulator	Ins promoter up cell count	Myeloid diff 2
- Cc1ccnc(N2CCCC(C(=O)Nc3cc(F)ccc3C)C2)n1 (stereo not drawn)
    -10	5	-4.8	20	i	-0.38	9	9.1	x	6.1	947	x	2.2	4.3	-1.1%	i	1149	i
- CCCc1cc(=O)[nH]c(SCC(=O)Nc2ccccc2C#N)n1
    -12	-24	-0.7	45	i	0.1	-8	4.4	790	3.4	1099	-2	2.5	2.3	0.5%	i	803	i
- FC(F)C(F)(F)C(F)(F)C(F)(F)c1cc(-c2ccccc2)n[nH]1
    70*	42*	3.0	2	i	x	17	11	796	2.1	1030	7	3.3	2.5	0.4%	i	x	i
- CCc1nc(-c2ccccc2)c2ccccn12
    -15	1	-2.0	16	i	-0.34	-5	6.6	683	0.5	1020	16	2.1	2.5	0.5%	i	1133	i
- CN1CCN(c2ccc(NC(=O)c3ccc(Oc4ccccc4)cc3)cc2)CC1
    x	x	x	19	x	x	x	x	800	1.1	x	-1	x	x	0.8%	i	x	i
- C/C(=N\NC(=O)COc1ccc(C(C)(C)C)cc1)c1ccc2c(c1)OCCO2
    40	-1	-3.2	19	i	1.6	15	9.4	686	0.7	1029	-1	2.9	2.6	-0.4%	i	1441	i
- Cc1cc(C)n(-c2n[nH]c(C)c2[N+](=O)[O-])n1
    7	2	-0.2	26	i	-0.6	-27	6.9	672	0.2	1598	10	5.1	2.0	1.5%	i	1589	i
- COCCNCCOc1ccc(C)cc1[N+](=O)[O-]
    13	-7	-1.0	52	i	x	12	3.2	671	0.1	1225	-12	3.0	3.0	0.5%	i	x	i
- C/C(=N\NC(=O)CSCc1ccccc1Br)c1cccc([N+](=O)[O-])c1
    -10	18	0.6	47	i	0.08	9	6.1	673	0.5	534	-5	2.9	2.3	-0.2%	i	1201	i
- O=C(NCc1ccco1)NCC(F)(F)F
    2	-1	-3.4	44	i	0.53	-2	18	758	1.3	1181	-1	2.6	2.7	0.0%	i	1071	i
- CC12COC3(C(=O)Nc4ccc(F)cc4)CC1CCC32C (stereo not drawn)
    -12	4	0.4	40	i	x	0	9.2	652	0.2	935	8	3.8	2.9	-0.4%	i	x	i
- CC(C)(C)c1nnc2sc(SC/C(O)=C(\C#N)c3nc4ccccc4[nH]3)nn2c1=O
    2	3	3.0	11	i	1.4	-2	5.3	x	0.5	1131	x	2.8	2.1	0.0%	i	978	i
- O=C(Cc1ccc(Cl)cc1)Nc1ccc(Br)cn1
    x	x	x	31	x	x	x	x	830	0.2	x	-3	x	x	-0.8%	i	x	i
- CC(=O)c1cccc(NC(=S)NC(=O)c2ccccc2Cl)c1
    7	1	-3.6	36	i	-0.2	9	3.7	643	0.5	562	1	4.2	2.2	-1.0%	i	1212	i
- Cc1nc(-c2c(-c3ccc(O)cc3O)noc2C(F)(F)F)cs1
    -1	-7	-2.7	17	i	-0.16	6	1.7	843	0.7	1152	12	3.5	4.9	-0.2%	i	1038	i
- O=c1oc2ccccc2cc1C1=Nn2c(nnc2-c2cccnc2)SC1
    -6	-19	-3.5	22	i	-0.09	-4	5.8	x	0.2	874	x	2.5	1.9	0.1%	i	1419	i
- COc1ccc(N2CC(C(=O)Nc3nc4ccc(S(C)(=O)=O)cc4s3)CC2=O)cc1 (stereo not drawn)
    x	x	x	12	x	x	x	x	855	0.7	x	6	x	x	0.4%	i	x	i
- c1csc(C2Nc3cccc4cccc(c34)N2)c1
    20	28	4.2	34	i	-0.85	-12	5.1	x	0.5	1400	x	2.7	1.2	0.6%	i	1259	i
- COc1cc(OC)c(OC)cc1CN1CCN(Cc2cccc(F)c2)CC1
    x	x	x	55	x	x	x	x	793	0.1	x	-8	x	x	-0.2%	i	x	i
- CC1CC(Nc2ccccc2)c2ccccc2N1C(=O)c1ccncc1 (stereo not drawn)
    -15	-4	-2.4	54	i	0.01	27	5.8	564	1.2	1140	-12	3.2	1.1	-0.6%	i	1258	i
- O=C(COc1cc(Cl)c(Cl)cc1Cl)Nc1cccc(O)c1
    x	x	-0.5	53	x	0.32	x	x	419	0.3	1347	14	x	x	0.1%	i	1092	i
- Cc1ccc(Cl)cc1N1CCN(C(=O)c2ccc(CS(=O)Cc3ccc(Cl)cc3)o2)CC1 (stereo not drawn)
    x	x	x	12	x	x	x	x	690	0.9	x	0	x	x	-0.4%	i	x	i
- Cc1ccc(-c2nnn(CC(=O)N(Cc3ccccc3F)C(C(=O)NC3CCCC3)c3ccncc3)n2)o1 (stereo not drawn)
    -4	8	-1.8	20	i	0.01	11	8.5	770	0.4	1140	-16	2.9	2.3	-1.0%	i	1184	i
- O=C(c1nc2ncccn2n1)N1CCc2ccccc2C1
    -3	13	-0.9	25	i	-0.7	-1	97	831	0.9	1201	24	6.0	7.8	0.6%	i	1306	i
- CC1(C)C(=O)N(c2ccccc2F)C(=O)c2ccccc21
    x	x	x	26	x	x	x	x	809	0.9	x	-7	x	x	0.1%	i	x	i
- Cc1ccc(S(=O)(=O)NCCNc2ccc([N+](=O)[O-])cc2)cc1
    x	x	x	44	x	x	x	x	824	4.3	x	17	x	x	-0.7%	i	x	i
- O=C(CSc1nnnn1-c1ccc(F)cc1F)Nc1ccccc1F
    x	x	x	43	x	x	x	x	850	0.5	x	-6	x	x	-0.8%	i	x	i
- O=C(Nc1nc2ccc(Cl)cc2s1)c1ccc(N2CCCCC2)c([N+](=O)[O-])c1
    8	-3	-0.2	37	i	x	20	14	565	0.4	937	26	4.9	7.2	-0.1%	i	x	i
- C=CCn1c(=O)c(C(=O)NC(C)c2ccccc2)c(O)c2ccccc21 (stereo not drawn)
    x	x	x	56	x	x	x	x	842	0.5	x	-9	x	x	-0.7%	i	x	i
- CCCn1nnnc1NCc1ccccc1OCc1cccs1
    -5	5	0.6	38	i	-0.95	0	63	715	0.9	1052	-2	3.3	1.4	0.3%	i	1318	i
- Cc1cccc(N2CCN(C(=O)c3ccc(NC(=O)C4CCCO4)cc3)CC2C)c1 (stereo not drawn)
    -7	-9	x	15	i	-0.28	-33	5.6	720	0.3	x	18	3.8	2.8	0.6%	i	1216	i
- CC1=C(C(=O)O)N2C(=O)[C@@H](NC(=O)[C@H](N)c3ccccc3)[C@H]2SC1
    -4	6	-2.4	x	x	0.46	x	x	778	x	1136	6	x	x	x	x	1521	x
- COc1ccc(OCC(O)CNC(=O)Nc2ccc(C(C)(C)C)cc2)cc1 (stereo not drawn)
    x	x	0.8	1	x	-0.02	x	x	614	0.9	1317	2	x	x	-0.1%	i	1432	i
- CC1CCC(C(C)C)C(OC(=O)C[n+]2cc(-c3ccc(Cl)cc3)n3c2CCCCC3)C1 (stereo not drawn)
    22	-1	-0.9	62	+	-4.3	14*	5.7	613	0.0	986	-17	5.8	3.8	0.3%	i	613	i
- Cc1ccc[n+](CC(=O)Nc2c(Cl)cc(Cl)cc2Cl)c1
    -3	-5	-1.1	48	i	0.3	5	6.3	699	0.3	1621	4	2.4	2.5	-0.1%	i	1726	i
- CCOc1ccc(C(CC(=O)O)NC(=O)Cc2ccc(Cl)cc2)cc1 (stereo not drawn)
    x	x	x	33	x	x	x	x	835	0.3	x	-3	x	x	-0.4%	i	x	i
- COc1ccccc1C(OC(=O)c1cccs1)C(=O)NCC1CCCO1 (stereo not drawn)
    -14	-9	0.5	6	i	0.3	10	4.2	x	3.1	1372	x	4.3	2.2	0.3%	i	1574	i
- O=C(CN1CCCCC1)N1CCCc2ccccc21
    -13	-23	3.1	46	i	-0.06	-9	6.8	801	4.8	1022	-15	1.5	1.4	0.3%	i	1019	i
- O=C(Nc1cccc(S(=O)(=O)c2cccc(NC(=O)c3ccco3)c2)c1)c1ccco1
    x	x	0.4	22	x	-3	x	x	690	0.5	1303	-3	x	x	-0.2%	i	895	i
- Cc1ccc(C(=O)Nc2ccccc2C(=O)NC2CCCCC2)cc1S(=O)(=O)N1CCOCC1
    33	10	1.6	x	i	-1.2	2	4.8	739	x	1166	-17	3.9	1.8	1.2%	x	1308	u
